Source: PubChem BioAssay (Sanford-Burnham Center for Chemical Genomics)
Apaf-1 inh – inhibitors of human Apaf-1 apoptosome; O14727; reconstituted apoptosome caspase-3 activity, DEVD-Rh110 fluorescence; inhibition, % at 20 µM; hit rate 0.71% among 330,000; AID 489030; active = inhibition of at least 40% at 20 µM;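 also: plate controls were DMSO wells for no effect and DEVD-CHO caspase inhibitor wells for full effect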
Target sequence (O14727 whole entry, looked up): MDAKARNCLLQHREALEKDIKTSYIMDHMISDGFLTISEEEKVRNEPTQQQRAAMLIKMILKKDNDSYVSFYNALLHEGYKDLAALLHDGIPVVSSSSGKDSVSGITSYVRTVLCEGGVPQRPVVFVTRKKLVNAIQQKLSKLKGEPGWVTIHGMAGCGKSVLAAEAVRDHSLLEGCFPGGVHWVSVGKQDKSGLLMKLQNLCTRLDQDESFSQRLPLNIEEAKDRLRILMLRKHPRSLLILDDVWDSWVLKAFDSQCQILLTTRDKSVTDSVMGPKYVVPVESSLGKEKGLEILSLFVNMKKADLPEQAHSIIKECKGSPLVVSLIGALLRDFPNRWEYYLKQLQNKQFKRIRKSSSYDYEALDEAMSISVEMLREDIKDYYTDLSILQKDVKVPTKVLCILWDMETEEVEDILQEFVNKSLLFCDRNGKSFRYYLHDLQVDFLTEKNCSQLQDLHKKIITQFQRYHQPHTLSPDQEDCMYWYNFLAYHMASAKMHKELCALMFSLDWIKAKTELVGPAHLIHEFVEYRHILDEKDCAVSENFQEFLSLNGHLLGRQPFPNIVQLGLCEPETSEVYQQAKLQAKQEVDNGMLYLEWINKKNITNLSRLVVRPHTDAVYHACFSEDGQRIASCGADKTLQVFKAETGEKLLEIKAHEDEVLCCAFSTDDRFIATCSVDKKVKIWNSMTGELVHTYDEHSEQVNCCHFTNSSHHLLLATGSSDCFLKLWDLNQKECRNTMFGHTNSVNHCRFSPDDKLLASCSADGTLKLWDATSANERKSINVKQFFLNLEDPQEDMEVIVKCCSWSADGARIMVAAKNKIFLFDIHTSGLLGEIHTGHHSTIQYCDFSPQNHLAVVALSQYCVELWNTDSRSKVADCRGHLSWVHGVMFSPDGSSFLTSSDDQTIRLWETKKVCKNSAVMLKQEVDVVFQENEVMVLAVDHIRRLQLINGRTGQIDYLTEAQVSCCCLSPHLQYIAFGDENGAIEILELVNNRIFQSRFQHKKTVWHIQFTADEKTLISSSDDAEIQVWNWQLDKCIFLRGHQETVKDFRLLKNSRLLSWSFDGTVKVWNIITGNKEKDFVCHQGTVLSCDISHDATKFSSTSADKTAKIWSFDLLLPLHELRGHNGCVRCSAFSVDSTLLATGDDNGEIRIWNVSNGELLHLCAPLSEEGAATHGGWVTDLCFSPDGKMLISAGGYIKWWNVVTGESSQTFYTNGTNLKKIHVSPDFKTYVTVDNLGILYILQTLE
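Assay system: Apoptosome proteins | Medium: pH 7.5 Hepes buffer with CHAPS, BSA, DTT | Also added: Cytochrome c and DEVD-Rh110 substrate | Times: 30 min plus 50 min, RT | Detection: Rhodamine 110 fluorescence at Ex 480/Em 540 nm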
APOBEC3G inh – APOBEC3G (human) deaminase inhibition; Q9HC16; recombinant A3G, ssDNA deamination FAM/TAMRA fluorescence; inhibition, % at 20 µM; hit rate 0.28% among 330,000;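 active = inhibition of at least 40% at 20 µM, with no more than 30% in the related APOBEC3A deaminase screen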;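 also: plate controls were DMSO wells with A3G for no effect and wells lacking A3G enzyme for full effect; some compounds called inactive have numbers as strong as hits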
SENP7 inh – blocks the human protease SENP7; Q9BQF6; inhibition, % at 5 µM; recombinant SENP7, Z-RLRGG-aminoluciferin luminescence, 40 min; hit rate 1.5% among 330,000; AID 434973;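 active = inhibition above about 50% at the single test dose, limit read from the data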;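 also: plate controls were DMSO with enzyme for no effect and no enzyme buffer wells for full effect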
UBC13 polyUb – inhibitors of human UBC13 polyubiquitin chain formation; inhibition, % at 20 µM; hit rate 0.47% among 330,000; TR-FRET; P61088; in the data active = inhibition above about 45%, passing the limit was not always enough
SENP8 block-1 – blocks human SENP8 cleavage of Nedd8 substrate; Q96LD8; recombinant SENP8, Nedd8 substrate fluorescence; inhibition, % at 20 µM; hit rate 0.64% among 360,000; AID 602440; in the data active = inhibition mostly above about 40%, no sharp cut-off; inactive = mostly below about 27%
SENP1 inh – inhibitors of human SENP1 SUMO protease catalytic domain; Q9P0U3; recombinant SENP1 catalytic domain, CyPet-SUMO1-YPet FRET cleavage; inhibition, % at 10 µM; hit rate 0.21% among 360,000; AID 624204;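 active = inhibition at least 30% at 10 µM, raw YFP signal under a set limit, fluorescence ratio 0.5 to 1.5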;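 also: 0% = enzyme with DMSO and 100% = no enzyme wells; some results filed as inactive read as strong as hits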
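Assay system: hSENP1 catalytic domain, recombinant. Amount: SENP1 enzyme, 20 pM final. Schedule: 50 min reaction, RT, dark. Technique: FRET, CFP and YFP emission. Control set: no-enzyme wells low, DMSO-plus-enzyme wells high control.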
SENP6 inh – SENP6 protease inhibition; Recombinant SENP6 catalytic domain, aminoluciferin luminescence; inhibition, % at 10 µM; hit rate 1.8% among 330,000; Q9GZR1; AID 2599;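 active = inhibition above about 50% at the single tested dose, limit read from the data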;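 also: plate controls were DMSO wells with enzyme for no effect and DMSO wells lacking enzyme for full effect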
SENP8 block-2 – inhibitors of human SENP8 protease | Q96LD8 | purified SENP8, Z-RLRGG-aminoluciferin cleavage, luminescence | inhibition, % at 10 µM | hit rate 1.2% among 330,000 | AID 2540; in the data active = inhibition above about 50%
* = called active by the depositor; nt = not tested or not shown.

nr	Compound	Apaf-1 inh	APOBEC3G inh	SENP7 inh	UBC13 polyUb	SENP8 block-1	SENP1 inh	SENP6 inh	SENP8 block-2
1	CCCc1nc(NCc2ccncc2)c2nnn(Cc3ccccc3F)c2n1	14	-9	-4	0	30	-1	-14	-2
2	COc1ccc(/C=c2\s/c(=C/C(=O)c3ccc(C)cc3)[nH]c2=O)cc1OC	3	-3	2	-57	-273	-25	4	-13
3	CCOc1ccccc1-n1c(SCC(=O)N(C(C)C)C(C)C)nnc1-c1cccnc1	-6	-5	1	0	5	-2	-2	-4
4	CCn1ncc(N2CCOCC2)c(Cl)c1=O	-4	-9	11	1	14	3	5	5
5	COc1ccc(NC(C)=O)cc1NC(=O)CSc1nnc(-c2cccnc2)n1C	8	-2	-3	-4	13	2	-21	-6
6	COCCn1c(SCC(=O)Nc2ccc(OC)c(S(N)(=O)=O)c2)nc2ccccc21	-17	-8	6	-6	6	4	-3	1
7	Clc1ccc(-c2nn3cnnc3s2)c(Cl)c1	11	-3	5	4	22	4	0	9
8	O=C(c1ccco1)N1CCN(S(=O)(=O)c2c(Cl)cccc2Cl)CC1	2	-10	-2	-2	9	0	0	8
9	COc1ccc(NC(=O)COC(=O)c2cc(Cl)ccc2O)cc1S(=O)(=O)N1CCCCC1	-1	-2	4	7	-219	2	13	4
10	CN1CCN(C(=O)c2ccccc2NC(=O)c2ccccc2)CC1	-5	-9	0	8	7	1	5	-6
11	O=[N+]([O-])/C=C/c1cn(Cc2ccc(Cl)cc2)c2ccccc12	6	-5	10	13	4	6	-83	-43
12	CCc1ccc(C(=O)Nc2nc(C)cs2)s1	11	-6	82*	2	-17	0	76*	63*
13	CSc1nc(NCc2ccco2)c2ccccc2n1	6	0	-5	11	-162	1	-4	3
14	COc1ccc(C(=O)n2cnnc2N)cc1	-4	0	5	11	14	5	-5	-12
15	COc1ccc(-c2nn(-c3ccccc3)cc2CN(C)CCn2ccnc2C)c(F)c1	17	7	9	1	-7	-1	-10	4
16	C/C(=N\Nc1ccc([N+](=O)[O-])cc1)c1ccc(-n2nncc2C(C)(C)C)cc1	7	-5	-2	-18	-130	-24	8	-2
17	COc1ccc(N(CC(=O)N2CCN(Cc3ccccc3)CC2)S(C)(=O)=O)cc1OC	-12	-11	4	4	14	0	-11	-5
18	O=C(CSc1nc(=O)n(CCCN2CCOCC2)c2c1CCC2)Nc1ccc([N+](=O)[O-])cc1	2	3	-10	-13	11	1	-15	2
19	COC(=O)c1sccc1NC(=O)COc1cccc(C)c1	13	3	15	-1	32	1	30	-2
20	CCCCOC(=O)c1ccc(NC(=O)C(=O)NCc2ccccn2)cc1	-7	3	1	-3	12	1	-10	-4
21	Cc1ccccc1C(=O)NNC(=O)c1cccc([N+](=O)[O-])c1	2	-6	1	-13	8	4	-30	-8
22	Cc1ccc(NC(=O)c2ccc(N3CCOCC3)c([N+](=O)[O-])c2)cc1S(=O)(=O)N1CCOCC1	19	-1	7	-13	44*	2	-3	-3
23	CN(c1ccc(C(=O)NCCSCc2ccco2)cc1)S(C)(=O)=O	-5	-10	-6	-10	12	1	7	-7
24	CN1C(=O)c2oc3ccccc3c(=O)c2C1c1cccnc1 (stereo not drawn)	-17	-2	6	24	5	4	17	-1
25	CCO[C@@H]1OC(C(=O)O)=C[C@H](c2ccc(C(F)(F)F)cc2)[C@H]1CCCO	6	4	7	-16	23	2	-3	6
26	CCC(=O)/C=C1\Sc2ccc(OC)cc2N1CC	7	-2	14	-8	5	-1	11	3
27	C=CCN1C(=O)C(Cc2cccc(Cl)c2)SC1=Nc1ccc(C(=O)O)cc1 (stereo not drawn)	-3	-5	-3	-5	8	1	1	-11
28	COc1ccc(CNCCNC(=O)c2cccs2)cc1OC	-3	-5	-1	1	13	0	-6	2
29	COc1ccc([N+](=O)[O-])cc1NS(=O)(=O)c1ccc(C)cc1	1	-1	2	2	10	3	-22	8
30	CCOC(=O)CSc1nnc(Cc2cc(=O)[nH]c(=O)[nH]2)n1-c1cccc(OC)c1	-2	-7	2	8	11	8	7	0

Pulled by structure from the list above (4):
nr	Compound	Apaf-1 inh	APOBEC3G inh	SENP7 inh	UBC13 polyUb	SENP8 block-1	SENP1 inh	SENP6 inh	SENP8 block-2
17	COc1ccc(N(CC(=O)N2CCN(Cc3ccccc3)CC2)S(C)(=O)=O)cc1OC	-12	-11	4	4	14	0	-11	-5
30	CCOC(=O)CSc1nnc(Cc2cc(=O)[nH]c(=O)[nH]2)n1-c1cccc(OC)c1	-2	-7	2	8	11	8	7	0
27	C=CCN1C(=O)C(Cc2cccc(Cl)c2)SC1=Nc1ccc(C(=O)O)cc1 (stereo not drawn)	-3	-5	-3	-5	8	1	1	-11
20	CCCCOC(=O)c1ccc(NC(=O)C(=O)NCc2ccccn2)cc1	-7	3	1	-3	12	1	-10	-4

Further results follow.
nr	Compound	Apaf-1 inh	APOBEC3G inh	SENP7 inh	UBC13 polyUb	SENP8 block-1	SENP1 inh	SENP6 inh	SENP8 block-2
31	CC(C)CC(C(=O)NCC1CCCO1)N(C(=O)Cn1nnc(-c2ccc(F)cc2)n1)c1ccccc1F (stereo not drawn)	3	-2	9	-2	7	2	6	5
32	O=c1c2ccccc2nnn1CSc1nnc(-c2cccs2)n1Cc1ccccc1	10	-5	-4	6	22	0	0	-6
33	O=C(Cn1cccc1C(=O)c1ccccc1)NCc1cccs1	0	-8	-6	9	34	0	-12	1
34	Cc1cc(C)cc(NC(=O)Cn2cc(C=O)c3ccccc32)c1	6	-5	-10	-2	10	0	-13	-13
35	CC1(C)CC2CC(C)(CN2C(=O)COC(=O)c2cccc(O)c2)C1 (stereo not drawn)	-2	5	-2	4	-2	1	2	5
36	CC1(C)CNC(=O)c2sc(NC(=O)c3ccccc3)nc2C1	-6	-6	-6	-10	6	-1	4	-6
37	NC(=O)CC(NC(=O)c1cccc(Br)c1)c1ccc(NC2CCN(Cc3ccccc3)CC2)c([N+](=O)[O-])c1 (stereo not drawn)	11	-4	4	-14	28	3	-5	4
38	Cc1ccc(C(=O)COC(=O)CCC(=O)NC2CCCCC2)cc1[N+](=O)[O-]	4	-1	3	-1	13	3	-13	-5
39	O=C1NC[C@@H](Cc2cccc3ccccc23)N(CCc2cc(C(F)(F)F)cc(C(F)(F)F)c2)C1=O	35	-6	9	-3	12	2	-20	-16
40	CN1CCN(C(=O)C23CC4CC(C2)CC(c2ccccc2)(C4)C3)CC1	11	2	4	5	3	0	2	3
41	O=C(O)CC1(O)C(=O)N(Cc2ccccc2)c2ccccc21 (stereo not drawn)	5	-5	-6	1	8	2	-38	-9
42	CCN(CC)S(=O)(=O)c1ccc(N2CCN(c3ccccc3OC)CC2)c(N)c1	17	-8	-5	0	-4	2	-20	-1
43	COCCNC(=S)N/N=C(\C)c1ccc(Cl)c(Cl)c1Cl	-6	-12	4	6	36	2	0	3
44	COc1ccc(OC)c(NC(=O)Cn2cc(C#N)c3ccccc32)c1	0	0	3	24	9	0	8	-5
45	COC(=O)c1ccc(C(=O)N(CCN(C)C)c2nc3c(Cl)cccc3s2)cc1	-8	-2	5	-4	17	2	-8	0
46	O=C(COc1cccc2cccnc12)NNC(=S)Nc1ccccc1	-2	-7	5	-2	nt	nt	8	-1
47	O=C(N/N=C/c1cc2c(cc1Cl)OCO2)c1ccc2c(c1)OCCO2	-9	0	4	-16	-52	1	-2	0
48	CCc1c(O)nc(SCC(=O)N2CCCCC2)n(-c2ccccc2C)c1=O	0	-3	12	-9	14	2	-4	11
49	CCC(C)(C)n1nnnc1C(c1ccccc1)N1CCc2ccccc2C1 (stereo not drawn)	15	-6	1	1	4	-1	-7	4
50	O=C(CSc1ncnc2ccccc12)N1CCCC1	4	0	0	-5	10	2	-3	-6
51	COc1ccccc1NC(=O)CSc1nc2ccccc2cc1Cc1ccccc1	-1	-2	11	-2	13	2	-21	-10
52	Cc1ccc2oc(C(=O)N(C)Cc3ccc(C)o3)c(C)c2c1	10	8	10	-1	2	-11	-1	-1
53	Nc1cccc2cnccc12	67*	-9	-13	-53	-22	0	91*	89*
54	OCCNCc1cc(Br)ccc1OCc1ccccc1Cl	4	-3	4	23	8	1	-13	-2
55	Cc1ccc(Sc2ncccc2C(=O)NCC(c2ccc(F)cc2)N2CCOCC2)cc1C (stereo not drawn)	13	-2	-4	-4	3	2	-12	1
56	COc1ccc(CNC(=O)CCS(=O)(=O)c2ccc3c(c2)NC(=O)CS3)cc1	-1	-6	4	2	3	1	11	5
57	COc1ccc(/C=N/Nc2nnc(Cc3ccccc3)c(=O)[nH]2)cc1	-8	3	8	0	31	1	-22	-6
58	COc1cc(NC(=O)CCn2c(=O)[nH]c3ccsc3c2=O)cc(OC)c1	-5	-1	8	-4	11	1	13	6
59	CCCCc1nc2cc(C(=O)N(C)C3CCOCC3)ccc2o1	13	7	1	-12	3	4	10	2
60	C=CCN=c1scc(C)n1/N=C/c1ccc(O)c(O)c1	7	-10	4	16	-39	-19	0	-6
61	CCN(CC)S(=O)(=O)c1ccc(NC(=O)CCNC(=O)c2ccco2)cc1	-2	6	4	4	4	-1	-15	-2
62	O=C1CC(NS(=O)(=O)c2ccc3ccccc3c2)CN1c1ccccc1 (stereo not drawn)	10	-6	1	6	11	2	-10	6
63	CCOC(=O)N1CCN(C(=O)Nc2ccc(Cl)cc2Cl)CC1	14	0	1	-4	27	0	-5	-7
64	CN(C)S(=O)(=O)c1cccc(NC(=O)Cc2ccc(Cl)cc2)c1	-1	-8	2	2	10	-2	7	-4
65	CCCC(=O)N(c1ccccc1)C1C=CS(=O)(=O)C1 (stereo not drawn)	-22	-8	2	5	21	1	0	2
66	CCn1nnc(NC(=O)COc2ccc([N+](=O)[O-])cc2)n1	-9	-6	-8	-5	24	2	-25	-3

Arranged by value in APOBEC3G inh (low to high): some entries from above
# | canonical_smiles | APOBEC3G inh
64 | CN(C)S(=O)(=O)c1cccc(NC(=O)Cc2ccc(Cl)cc2)c1 | -8
62 | O=C1CC(NS(=O)(=O)c2ccc3ccccc3c2)CN1c1ccccc1 (stereo not drawn) | -6
63 | CCOC(=O)N1CCN(C(=O)Nc2ccc(Cl)cc2Cl)CC1 | 0
61 | CCN(CC)S(=O)(=O)c1ccc(NC(=O)CCNC(=O)c2ccco2)cc1 | 6
